Compound activity as filed in PubChem BioAssay.
PLK1 PBD inh – qHTS for Inhibitors of PLK1-PDB (polo-like kinase 1 - polo-box domain): Primary Screen. Serine/threonine-protein kinase PLK1 (Homo sapiens), P53350. Plk1 PBD binding of FITC phosphopeptide, fluorescence polarization. Potency, µM, inactives show max response, negative = inhibition, usual class: inhibitors. 360,000 tested, 2.8% active. AID 720504, 2013; note: potency is the fitted concentration of half-maximal effect; series mostly up to about 57 µM; % is set by controls: 0 for no effect and ±100 for the full control effect; nearly all actives have a fitted effect of over 65% in size
EPAC1 antag – qHTS for Antagonist of cAMP-regulated guanine nucleotide exchange factor 3 (EPAC1): primary screen. AID 720709, 2013. Potency, µM (titrated, usually from 115 µM), for inactives: at the top dose activity change, negative = inhibition, hits mostly inhibitors. 360,000 tested, 0.14% active. EPAC1 GEF assay, Rap1b-BODIPY-GDP exchange fluorescence;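 note: potency is the fitted concentration of half-maximal effect; plate controls were vehicle for no effect and positive control for full effect; nearly all actives have a fitted effect of over 50% in size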
PI5P4Ka inh – qHTS for Inhibitors of phosphatidylinositol 5-phosphate 4-kinase (PI5P4K). PI5P4Kalpha enzyme, ADP-Glo luminescence, 60 min; active compounds read low. Phosphatidylinositol 5-phosphate 4-kinase type-2 alpha (Homo sapiens), P48426. max response, %. AID 652105, 2013. 330,000 tested, 1.2% active; active = max response of -50% or lower; inconclusive = between -30% and -50%; inactive = -30% or higher; note: value at the top dose of about 77 µM; % is set by controls: 0 for no effect and ±100 for the full control effect
Target sequence (P48426 whole entry, looked up): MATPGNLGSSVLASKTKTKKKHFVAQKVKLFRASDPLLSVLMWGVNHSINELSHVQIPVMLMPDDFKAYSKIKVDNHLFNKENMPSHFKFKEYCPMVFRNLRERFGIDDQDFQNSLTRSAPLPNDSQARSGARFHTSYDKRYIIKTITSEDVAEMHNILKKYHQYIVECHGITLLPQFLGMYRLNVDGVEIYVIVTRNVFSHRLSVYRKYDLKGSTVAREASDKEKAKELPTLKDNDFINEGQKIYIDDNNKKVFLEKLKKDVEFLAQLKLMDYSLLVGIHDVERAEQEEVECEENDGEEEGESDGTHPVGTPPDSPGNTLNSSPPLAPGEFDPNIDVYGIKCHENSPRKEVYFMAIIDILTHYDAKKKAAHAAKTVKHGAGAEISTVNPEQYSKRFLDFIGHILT
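Reactions run in 0.038 M HEPES pH 7.4, 0.28 mM EGTA, 0.1% CHAPS and 5% DMSO, with PI5P4Kalpha, substrate, compound and 5 microM ATP final, one hour at room temperature. Readout is ADP-Glo luminescence.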
IL-2 act – qHTS of IL-2 Activators. IL-2 activation reporter assay, cell-based qHTS; stimulated with anti-CD3/CD4/CD28 beads; in transgenic mouse T cells. activation, % (series mostly up to about 46 µM). 360,000 tested, 0.065% active. AID 652025, 2013; in the data active = activation above about 50%; inconclusive = mostly about 30% to 49%; note: 0% is about no effect
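First, unstimulated transgenic mouse T cells were exposed to compound for 60 min. Next, anti-CD3/anti-CD4-coated beads with anti-CD28 were added. Finally, after 18 h at 37 degrees C, EGFP and DsRed were imaged.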
GLP1R cytotox – qHTS of GLP-1 Receptor Inverse Agonists: Cytotox Screen; 410,000 tested, 0.13% active; Potency, µM (doses to about 38.3 µM), for the others: top-dose activity change, negative = inhibition, actives largely listed as inhibitors; AID 624418, 2012; HEK293 cAMP-luciferase reporter cells, luminescence, 24 h;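 note: loss of luciferase light is scored as toxicity; potency is the fitted concentration of half-maximal effect; % is set by controls: 0 for no effect and ±100 for the full control effect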
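To flag toxic compounds, the library was rerun on cells for 24 hr at 37 deg C and 5% CO2. Viability-linked luminescence was captured 12 min after adding luciferase detection reagent.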
EPAC1 agonist – qHTS for Agonist of cAMP-regulated guanine nucleotide exchange factor 3 (EPAC1): primary screen. Potency, µM (top dose mostly 154 µM), for the others: at the top dose activation, actives largely listed as activators. Rap guanine nucleotide exchange factor 3 (Homo sapiens), O95398. EPAC1 agonist qHTS, biochemical assay; response scale: 100% = response to 6.5 mM cAMP. 360,000 tested, 0.073% active; note: potency is the fitted concentration of half-maximal effect; nearly all actives have a fitted effect of over 60% in size
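Nucleotide exchange by EPAC1 (100 nM) on Rap1B–BODIPY-GDP (250 nM) in the presence of 50 uM GDP is tracked fluorescently at 480/540 nm over 30 min. Signals are normalized to a 6.5 mM cAMP control.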
PTHR1 ag – qHTS for PTHR1 Agonists: Primary Screen; AID 743266, 2014; HEK293 GP2 PTHR1 cells, GloSensor cAMP luminescence, 1 h; Potency, µM (highest dose often 115 µM), inactives show top-dose activation, hits mostly activators; 410,000 tested, 0.075% active; note: potency is the fitted concentration of half-maximal effect; nearly all actives have a fitted effect of over 55% in size; some results filed as inactive show a strong effect at the top dose; inactives centre near -15; many of its hits are not listed in these tables
Target sequence (Q03431 whole entry, looked up): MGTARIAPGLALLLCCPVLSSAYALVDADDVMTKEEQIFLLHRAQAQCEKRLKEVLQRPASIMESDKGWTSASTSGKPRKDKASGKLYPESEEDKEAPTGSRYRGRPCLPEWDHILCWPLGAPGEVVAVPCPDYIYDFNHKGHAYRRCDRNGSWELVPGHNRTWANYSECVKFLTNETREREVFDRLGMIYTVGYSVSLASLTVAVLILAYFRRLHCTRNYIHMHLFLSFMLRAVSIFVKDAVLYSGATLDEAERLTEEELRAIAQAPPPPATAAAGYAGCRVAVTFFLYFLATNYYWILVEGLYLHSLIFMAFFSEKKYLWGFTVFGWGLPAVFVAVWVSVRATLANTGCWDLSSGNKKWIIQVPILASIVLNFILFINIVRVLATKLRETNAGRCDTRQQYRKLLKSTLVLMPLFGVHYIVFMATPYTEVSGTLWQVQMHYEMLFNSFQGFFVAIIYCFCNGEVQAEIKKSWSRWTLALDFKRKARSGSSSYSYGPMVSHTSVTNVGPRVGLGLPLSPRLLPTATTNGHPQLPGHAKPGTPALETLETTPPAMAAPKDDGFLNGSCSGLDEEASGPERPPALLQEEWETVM
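HEK-293-derived GP2 cells expressing PTHR1 and a GloSensor cAMP reporter, 3,000/well, plated overnight, given luciferin plus IBMX (each 0.5 mM as added) for 1 h at 37 °C, then compound for 1 h at 37 °C. Luminescence was read after 15 min at room temperature.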
GLP-1R inv ag – qHTS of GLP-1 Receptor Inverse Agonists (Inhibition Mode). Glucagon-like peptide 1 receptor (Homo sapiens), P43220. HEK293 GLP-1R CRE-luciferase, luminescence, 24 h; GLP-1R form is constitutively active. Potency, µM (top dose mostly 38.3 µM), inactives show at the highest dose activity change, negative = inhibition, most hits filed as inhibitors. 410,000 tested, 1.6% active. AID 624417, 2012; note: potency is the fitted concentration of half-maximal effect; % is set by controls: 0 for no effect and ±100 for the full control effect; nearly all actives have a fitted effect of over 55% in size
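GLP-1R inverse agonism mode: basal reporter luminescence in engineered HEK293 cells measured after one day of compound exposure at 37 deg C, with a 12 min room-temperature detection step.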
GLP-1R agonist – qHTS of GLP-1 Receptor Agonists; HEK293 GLP-1R CRE-luciferase, luminescence, 4-6 h; cells express a hypersensitive GLP-1R form; Potency, µM (series often up to 45.6 µM), without a hit: top-dose activation, actives largely listed as activators; 380,000 tested, 0.007% active; AID 624172, 2012; note: potency is the fitted concentration of half-maximal effect; % of control where 0% means no effect
The depositor's hits bear a star; i = inactive; ? = inconclusive; . = not tested or not shown; [ ] = remark or other dose. Unless noted, calls come from the whole dose curve; as a rule, active = well fitted curve in the direction sought with a large enough effect; inconclusive = small, poorly fitted or top-dose-only effect, or another doubt; inactive = no such curve, though single readings can be large; an effect the other way counts as inactive or inconclusive. Some of the compounds tested (hit frequency here may not be typical).

canonical_smiles	PLK1 PBD inh	EPAC1 antag	PI5P4Ka inh	IL-2 act	GLP1R cytotox	EPAC1 agonist	PTHR1 ag	GLP-1R inv ag	GLP-1R agonist
Cc1cc(NC(=O)c2ccc(F)c(S(=O)(=O)N3CCCCC3)c2)no1	-5%	0%	4	-1.4	-9%	2%	-16%	-15%	-2%
CCN(CC)S(=O)(=O)c1ccc2c(c1)nc(-c1ccccn1)n2C	-18%	-11%	-10	-0.9	-5%	0%	-26%	3%	2%
O=S1(=O)CC(N2CCN(Cc3ccccc3F)CC2)CN1Cc1cn(Cc2ccc(C(F)(F)F)cc2)nn1 (stereo not given)	-1%	?	6	-1.0	-7%	-13%	-49%[inhibitor]	?	1%
Cc1noc(C)c1COC(=O)c1ccc2c(c1)OCO2	-27%	0%	6	0.2	-2%	0%	-1%[57.5 µM]	21%	4%
Cc1ccc(C(=O)NC(NCc2ccco2)C(Cl)(Cl)Cl)cc1 (stereo not given)	-9%	-14%	-3	1.6	7%	-5%	-6%	?	-7%
O=C(CCn1c(=O)c2cccn2c2ccc(F)cc21)NCc1cccc(F)c1	-16%	-22%	4	2.1	-6%	3%	-26%	26%	13%
Cc1ccc(N2C(N)=C(C#N)C(c3cccs3)C3=C2CC(C)(C)CC3=O)cc1 (stereo not given)	-8%	0%	.	-1.9	-19%	7%	-9%[57.5 µM]	7%	16%
c1ccc(Oc2cc(-c3ccccc3)ncn2)cc1	-5%	0%	0	0.0	-18%	-1%	-40%[inhibitor][57.5 µM]	0%	4%
O=CN1CCN(S(=O)(=O)c2ccc(Cl)c(C(=O)O)c2)CC1	0%	-13%	-6	-2.3	5%	1%	-9%	16%	0%
Cc1ccc(NC(=O)C(C)S)cc1 (stereo not given)	-4%	-13%	4	-2.4	-19%	-4%	-17%	19%	8%
N#Cc1ccccc1S(=O)(=O)N1CCN(c2nc(-c3cccnc3)nc3ccccc23)CC1	7%	-9%	2	-1.0	?	15%	-58%[inhibitor]	-19%	18%
CC1CCCN(c2ccc(/C=C(\C#N)c3nn(-c4ccccc4)c(N)c3C#N)cc2[N+](=O)[O-])C1 (stereo not given)	-6%	-8%	-10	-3.2	-2%	-2%	i	9%	0%
O=C(COC(=O)C1(c2ccccc2F)CCCC1)NCc1ccc2c(c1)OCO2	-2%	-21%	1	65*	-3%	4%	-11%	?	-1%
CC(NCCO)C(=O)C12CC3CC(CC(C3)C1)C2 (stereo not given)	-10%	-8%	-1	1.8	13%	-1%	-2%[57.5 µM]	?	-1%
COc1ccccc1CNC(=O)c1ccc(S(=O)(=O)N(C)c2ccccc2)cc1	-2%	3%	4	-0.7	2%	3%	-14%	?	10%
COc1ccc(S(=O)(=O)N2CCCC2)cc1C(=O)N1CCOCC1	3%	5%	3	-0.4	-8%	-4%	-1%	11%	14%
COc1ccccc1Nc1ncc(C(=O)N2CCN(Cc3ccc(OC)c(OC)c3OC)CC2)c2ccccc12	-16%	-9%	3	-3.6	-4%	8%	i	?	7%
O=C(CCCCCn1c(=S)[nH]c2ccc(N3CCOCC3)cc2c1=O)NCc1cccc(Cl)c1	-4%	7%	3	0.8	19%	-2%	-22%	-5%	6%
COC(=O)c1ccc(NC(=O)CCN2CCOCC2)cc1	1%	-19%	1	1.2	-9%	-1%	i	12%	7%
COCCNC(=O)c1nn2c(C(F)(F)F)cc(-c3ccccc3)nc2c1Br	0%	-10%	0	-0.3	0%	-10%	0%	4%	4%
CC1(C)Cc2c(c(-c3ccco3)nc3sc4c(NCCCO)ncnc4c23)CO1	-16%	-9%	1	-0.2	-10%	3%	-5%	45%[activator]	?
Cc1nc2ccccc2cc1OCc1ccccc1	-4%	-4%	4	-3.4	3%	9%	-19%[57.5 µM]	-21%	?
Nc1nonc1-n1nnc(C(=O)N/N=C/C2CC=CCC2)c1CSc1ccccc1 (stereo not given)	5%	7%	-9	1.7	-11%	-1%	10%	-2%	5%
O=C(O)C1CC(c2ccc(F)cc2)=NO1 (stereo not given)	-5%	?	.	-0.9	3%	-5%	-18%[57.5 µM]	2%	-1%
CCn1nc(C)c(NC(=O)CCCSc2nc(-c3ccco3)cc(C(F)(F)F)n2)c1C	-4%	-9%	13	-0.2	12%	-6%	-22%[57.5 µM]	-14%	11%
Cc1cccn2c(=O)nc(SCC(=O)N3CCOCC3)nc12	-1%	-5%	-6	0.4	-9%	-11%	i	14%	0%
O=C(CSCc1cccc(Br)c1)N1CCOCC1	-18%	-2%	.	-1.4	5%	12%	i	0%	-8%
Cn1c(=O)c2cc(NC(=O)NCCc3ccccc3)ccc2n1Cc1ccc(F)cc1	-22%	4%	-10	-0.8	-19%	-15%	-54%[inhibitor]	-18%	-1%
COc1ccccc1C/C(N)=N/OC(=O)COc1cccc2ccccc12	-1%	0%	.	1.7	9%	2%	i	0%	-3%
Cn1c(SCC(=O)N2CCCCCC2)nc2c(c1=O)SCC2	-5%	8%	-1	-1.1	1%	-8%	i	?	0%
CN1CCN(C(=O)c2c(NC(=O)c3ccco3)sc3c2CCC(C(C)(C)C)C3)CC1 (stereo not given)	-4%	12%	0	-1.5	-28%	3%	-7%	?	12%
Cc1ccc(C(=O)OCC(=O)NC2CCCCC2)s1	-2%	20%	-7	-4.7	5%	-3%	-16%	-12%	5%
CCn1cc(CNC(=O)c2cc(COc3ccc(F)cc3Cl)on2)cn1	-4%	-12%	4	0.1	-20%	9%	-13%	?	10%
S=c1nc(-c2cc(Cl)ccc2Cl)[nH][nH]1	15µM*	-21%	-64*	-0.8	1%	8%	i	-1%	3%
COc1cc(NC(=O)CSc2nc3ccccc3cc2C)c(C(=O)O)cc1OC	-8%	3%	-1	-2.5	1%	-3%	i	16%	-11%
COc1cc(C(C)=O)ccc1OCC(O)CN1CCN(c2c(C)cccc2C)CC1 (stereo not given)	-8%	-2%	3	0.1	-6%	2%	-17%	?	13%
Cn1c(=O)c2c(Nc3ccc(F)cc3)cc(=O)n(-c3ccccc3)c2n(C)c1=O	5%	13%	4	1.7	7%	1%	-24%	18%	0%
Cc1ccc(N(CC(=O)NC2CCCC2)C(=O)CNC(=O)c2cccs2)c(C)c1	1%	-5%	13	-1.3	-18%	-6%	-16%	?	11%
COc1ccc(C2=Nc3ccccc3N(C(=O)c3cnccn3)C2C(=O)NC2CCCC2)cc1 (stereo not given)	-10%	-9%	-3	0.9	2%	-4%	8%	4%	.
CCCc1nc2ccc(C)cn2c1Cc1ccsc1	-4%	1%	5	-0.7	3%	13%	i	18%	16%
COc1ccc(/C=C/c2nnc(NC(=O)CSc3ccc(C)cc3)s2)cc1	-5%	-6%	-11	-3.1	18%	2%	-19%	9%	-1%
CC(C)(C)OC(=O)NCCCCCNC(=O)c1[nH]cnc1C(=O)N[C@@H](CCCCNC(=O)OC(C)(C)C)C(=O)OC(C)(C)C	-5%	-21%	14	-3.6	-23%	-27%	i	?	0%
O=C(COc1ccc2cc(Br)ccc2c1)N1CCOCC1	-1%	-6%	0	0.2	-31%	3%	-34%[inhibitor]	?	17%
CCC(=O)c1ccc(OCC(=O)Nc2ccccc2N2CCOCC2)cc1	5%	18%	-1	0.8	-10%	5%	-14%	12%	2%
CC(=O)NC(=S)Nc1ccccc1F	2%	6%	-7	0.2	-34%	-2%	i	15%	-1%
Cc1ccc(NC(=O)Cn2c([N+](=O)[O-])cnc2C)cc1Cl	-1%	10%	-3	0.0	-11%	-4%	-6%	-7%	5%
c1ccc(N2CCN(Cc3cn4cccnc4n3)CC2)cc1	-6%	-12%	-4	-2.4	-3%	7%	i	11%	-2%
COc1cc(C(=O)NCC(=O)OCC(=O)N2CCc3ccccc32)cc(OC)c1OC	-1%	8%	4	-0.6	4%[0.307 µM]	-3%	i	-9%[0.307 µM]	0%
CCOc1cnn(-c2ccccc2)c(=O)c1Cl	1%	4%	-5	-2.8	1%	5%	-12%	42%[activator]	3%
Cc1ccc(S(=O)(=O)N(C)c2ccc(C(=O)Nc3ccccc3C(=O)N3CCOCC3)cc2)cc1	-10%	4%	0	-1.0	14%	-26%	i	18%	5%
COCCNC(=O)C1(C)CCCN(C(=O)c2cc(OC)c(OC)c(OC)c2)C1 (stereo not given)	-5%	3%	-4	0.6	-1%	2%	i	11%	9%
